Screening data from PubChem.
ABHD4 inh = ABHD4 inhibitors, primary screen, biochemical, fluorescence polarization, mouse; (Lyso)-N-acylphosphatidylethanolamine lipase (Mus musculus), Q8VD66; purified mABHD4, FP-Rh probe fluorescence polarization; inhibition, % at 8.92 µM; 0.54% of 370,000 active; AID 720543, 2013;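 active = inhibition exceeding the mean over every tested compound plus 3 SD, cut at about 30% in these data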;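 also: 0% = plate median of compound wells and 100% = S159A mutant with DMSO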
Target sequence (Q8VD66 whole entry, looked up): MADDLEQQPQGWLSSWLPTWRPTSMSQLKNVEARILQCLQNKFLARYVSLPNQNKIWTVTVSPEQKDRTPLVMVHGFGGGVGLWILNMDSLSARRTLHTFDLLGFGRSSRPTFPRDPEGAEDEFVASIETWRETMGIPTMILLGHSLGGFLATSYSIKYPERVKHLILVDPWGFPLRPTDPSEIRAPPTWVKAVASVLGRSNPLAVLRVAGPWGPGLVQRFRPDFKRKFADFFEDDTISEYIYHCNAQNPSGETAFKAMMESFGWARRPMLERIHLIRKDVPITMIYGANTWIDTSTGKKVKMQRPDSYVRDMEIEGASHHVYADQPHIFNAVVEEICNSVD
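Assay system: Wild-type mouse ABHD4 protein | Medium: HEPES pH 7.0 buffer, 150 mM NaCl, 0.01% Pluronic F-127 | Incubation: Enzyme–compound pre-incubation 45 min, then probe 60 min, both 25 °C | Technique: Fluorescence polarization with parallel and perpendicular emission, 525/598 nm | Evaluation: % inhibition of FP-Rh probe binding versus controls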
TDP2 absorb = human TDP2 enzyme inhibitors, primary screen, biochemical, epi absorbance, recombinant enzyme | Tyrosyl-DNA phosphodiesterase 2 (Homo sapiens), O95551 | T5PNP hydrolysis, p-nitrophenol absorbance 415 nm | inhibition, % at 12.8 µM | 0.34% of 370,000 active | AID 720702, 2013;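 active = inhibition above the mean of all tested compounds plus 3 SD, set per campaign, cut at about 25% in these data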;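 also: 0% = DMSO with enzyme and 100% = buffer with substrate but no TDP2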
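System: recombinant human TDP2 / Amount: 120 nM TDP2 per well / Also added: 5 mM T5PNP chromogenic substrate / Doses: 12.8 µM single point, 1% DMSO / Incubation: 2 h at 37 °C / Detection: p-Nitrophenol epi absorbance / Evaluation: % inhibition relative to enzyme-containing and enzyme-free wells / Repeats: singlicate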
TCR CD3 inh = inhibitors of human TCR-CD3 interaction, primary screen, biochemical, fluorescence, TAMRA-labeled TCR probe | T-cell receptor (TCR) | inhibition, % at 9.4 µM | 0.37% of 360,000 active | AID 651800, 2012; in the data active = inhibition above about 19%;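 also: recombinant mutant TCR 2C K166C tagged with TAMRA read by polarization; 0% = receptor in buffer alone and 100% = receptor with positive control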
PG9 binder = binders of HIV-1 gp120 antibody PG9, primary screen, biochemical, TR-FRET; AID 624416, 2012; inhibition, % at 6.7 µM; HIV-1 gp120 / PG9 antibody interaction; TR-FRET gp120-PG9 antibody binding; 0.43% of 360,000 active; in the data active = inhibition above about 8.5%
LEDGF integ inh = blockers of LEDGF/p75-dependent integrase strand transfer – biochemical, TR-FRET, high throughput, primary screen; TR-FRET IN-LEDGF/p75 DNA integration, Eu/Cy5; inhibition, % at 3.7 µM; HIV-1 integrase (with human LEDGF/p75); 0.64% of 370,000 active;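 active = inhibition above the screen-wide mean plus 3 SD, cut at about 13% in these data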;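 also: signal is the Cy5 over europium emission ratio at 671 and 618 nm; 0% = plate median of compound wells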
DDE Tn7 FP inh = inhibitors of Tn7 peptide binding to fibrin DD(E), primary screen, biochemical, fluorescence polarization, human fibrin, Tn7 probe. FP displacement of FITC-Tn7 peptide from fibrin DD(E); 0% = median of compound wells per plate. inhibition, % at 8.3 µM. 0.13% of 370,000 active. Fibrinogen beta chain (Homo sapiens), P02675;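 active = inhibition above the mean of compounds falling within the control limits plus 3 SD of them, cut at about 14% in these data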;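 also: 0% = plate median of compound wells and 100% = 10 µM Aha-Tn7 peptide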
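Test system – human fibrin DD(E) · Times – 10 min preincubation, 3 h with tracer, room temperature · Detection – fluorescence polarization of the labelled Tn7 tracer · Measure – percent inhibition normalized to high-control wells · Benchmarks – high control wells with 10 µM unlabelled Aha-Tn7 peptide (full inhibition) · Repeats – singlicate testing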
HTRA1 inhibitor = HTRA1 serine protease inhibitors, primary screen, biochemical, fluorescence polarization, HTS; Q92743; recombinant HTRA1, FP-rhodamine activity-based probe; inhibition, % at 5.96 µM; 0.5% of 340,000 active; in the data active = inhibition above about 36%;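 also: 0% = enzyme with DMSO and 100% = wells lacking enzyme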
UHRF1 binding = UHRF1 methylated DNA binding inhibitors, primary screen, counter-screen for MBD2 inhibitor project, biochemical, TR-FRET, human UHRF1, single concentration; E3 ubiquitin-protein ligase UHRF1 (Homo sapiens), Q96T88; AID 687016, 2013; UHRF1 binding to methylated oligo; 0.75% of 370,000 active; inhibition, % at 4.4 µM; in the data active = inhibition above about 21%;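 also: UHRF1 SRA domain binding a hemimethylated CpG hairpin DNA probe; 0% = median of test compound wells and 100% = reference inhibitor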
PRMT1 inh = PRMT1 methyltransferase inhibitors, primary screen, biochemical, fluorescence polarization; recombinant PRMT1, activity-based probe fluorescence polarization; inhibition, % at 2.79 µM; Protein arginine N-methyltransferase 1 (Homo sapiens), Q99873; 1.3% of 370,000 active;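 active = inhibition above about 21% made by adding two undisclosed values, limit read from the data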
SIAE inh = human SIAE inhibitors, primary screen, biochemical, fluorescence polarization, FP-Rh probe, 1536-well HTS; SIAE FP-Rh probe binding; inhibition, % at 9.66 µM; Sialate O-acetylesterase (Homo sapiens), Q9HAT2; 0.69% of 370,000 active; AID 1053197, 2014;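 active = inhibition above a cutoff: mean of compounds within the control limits plus 3 SD of those, cut at about 17% in these data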;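 also: 0% = plate median of compound wells and 100% = probe without SIAE protein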
Target sequence (Q9HAT2 whole entry, looked up): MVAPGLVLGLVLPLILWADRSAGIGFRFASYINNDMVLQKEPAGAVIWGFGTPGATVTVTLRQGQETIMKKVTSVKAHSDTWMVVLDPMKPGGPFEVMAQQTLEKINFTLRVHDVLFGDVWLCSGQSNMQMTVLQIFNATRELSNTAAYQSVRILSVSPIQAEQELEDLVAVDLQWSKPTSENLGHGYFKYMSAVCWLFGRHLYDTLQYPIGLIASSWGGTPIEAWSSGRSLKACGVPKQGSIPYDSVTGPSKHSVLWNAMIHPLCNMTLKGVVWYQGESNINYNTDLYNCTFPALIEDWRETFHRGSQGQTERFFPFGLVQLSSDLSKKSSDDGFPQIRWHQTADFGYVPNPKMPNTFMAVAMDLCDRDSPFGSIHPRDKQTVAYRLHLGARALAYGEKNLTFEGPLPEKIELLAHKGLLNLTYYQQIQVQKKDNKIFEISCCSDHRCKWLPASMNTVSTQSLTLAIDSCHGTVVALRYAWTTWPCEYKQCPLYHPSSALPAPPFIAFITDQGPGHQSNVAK
* marks the source's active call; other numbers are inactive results; . = no result given. Not a hit list (roughly 4.2% active in at least one column).

Structure	ABHD4 inh	TDP2 absorb	TCR CD3 inh	PG9 binder	LEDGF integ inh	DDE Tn7 FP inh	HTRA1 inhibitor	UHRF1 binding	PRMT1 inh	SIAE inh
CNC(=S)/N=C(/Nc1ccccc1)c1ccccc1	-2	-5	4	0.9	0	0	1	-2	-4	1
CCn1c2ccccc2c2cc(NC(=O)C(C)OC(=O)c3ccc(NC(=O)CC#N)cc3)ccc21 (centres undefined)	-8	1	-4	0.7	-8	10	5	1	7	-11
C#CCN(C[C@@H]1[C@@H](OC(=O)NC2CC2)[C@@H](OC(=O)NC2CC2)Cn2c(=O)ccc(=O)n21)S(=O)(=O)c1ccc(C)cc1	11	4	1	2.1	-6	-1	-1	-2	0	3
CC(C)[C@H](NC(=O)OC(C)(C)C)c1nnc(SCC(=O)Nc2ccc(Br)cc2)o1	-3	7	3	-0.2	-3	-8	-3	-2	-3	-5
Cc1ccc(C(=O)NCc2ccccn2)cc1NC1=NC2CS(=O)(=O)CC2S1 (centres undefined)	-1	3	5	-0.3	0	6	5	0	-1	0
COc1ccccc1CNC(=O)C[C@@H]1C[C@H]2c3cc(N(C)C)ccc3O[C@H]2[C@H](CO)O1	4	-13	0	-4.6	6	-1	0	-2	0	-1
CSCC[C@H](NC(=O)OC(C)(C)C)C(=O)N1CCC(C(=O)N[C@@H](C)C(=O)NCc2ccc(F)cc2)CC1	5	-3	-7	-1.4	4	6	3	1	-11	2
CC1=C(C(=O)Nc2ccccc2)C(c2cccs2)C(C#N)=C(SCC#N)N1 (centres undefined)	-14	4	2	-1.6	-1	0	-14	1	16	-10
COc1cc(NC(=O)C2=CC(c3ccc(C)cc3)=NS(=O)(=O)N2C)cc(OC)c1OC	-1	-2	-1	0.1	-1	7	-11	1	0	6
CC(C)CCOc1ncnc2c1sc1nc3c(cc12)CSC(C)(C)C3	3	3	3	26*	-1	2	-3	0	-1	-6
Cc1ccc(S(=O)(=O)NC(=O)C2(C)CCN2C(=O)C2(c3ccc(Cl)cc3)CC2)nc1 (centres undefined)	1	-3	2	-2.2	1	7	.	0	-1	4
CCc1nc2ccccc2c(C(=O)OCC(=O)N(CC(C)C)c2c(N)n(Cc3ccccc3)c(=O)[nH]c2=O)c1C	-5	7	-7	0.0	-1	8	-17	0	1	-1
CC1(C)Oc2ccc3ccc(=O)oc3c2[C@@H](O)[C@H]1O	-8	2	-3	1.5	2	4	0	2	1	0
Cc1cc(-n2c(C)cc(C(=O)CN3C(=O)NC4(CCCCCC4)C3=O)c2C)no1	5	-2	-2	0.9	1	3	-10	-2	0	0
Cc1ccc(NC(=O)C(=O)NCC2CCCO2)cc1C (centres undefined)	-7	-2	5	-1.9	78*	3	7	-2	-1	-5
Cc1onc(-c2c(Cl)cccc2Cl)c1NC(=O)NC1CCSC1 (centres undefined)	5	1	0	-0.9	-5	-2	.	0	1	4
COc1cc(NC(=O)C2CCC(CNc3c(N4CCCCC4)c(=O)c3=O)CC2)cc(OC)c1 (centres undefined)	0	-6	-6	0.4	4	5	3	4	11	4
CC(C)C(=O)NCC(c1ccc2c(c1)OCO2)N1CCOCC1 (centres undefined)	4	-4	8	-0.9	-2	6	1	-3	-5	0
CCOC(=O)C1CCCN(S(=O)(=O)c2ccc(Br)s2)C1 (centres undefined)	4	0	4	-0.1	-1	-2	-12	-3	4	2
CCNc1nc(NCC)nc(OCCOC(=O)COc2ccc(Cl)cc2Cl)n1	3	-5	6	0.3	0	-1	-14	0	-1	-2
O=C1C2CC=CCC2C(=O)N1n1cnnc1 (centres undefined)	-3	1	6	-1.1	3	1	8	0	-10	-15
Cc1cc(C(=O)COC(=O)c2ccc(O)cc2O)c(C)n1-c1ccc(OC(F)F)cc1	-2	-14	6	-0.9	-2	-2	-14	-2	1	4
COc1ccc(CN=C(Nc2ccccc2)SC2CC(=O)N(C)C2=O)cc1 (centres undefined)	-2	6	4	-1.2	-2	8	-7	1	2	5
Cc1ccccc1N1CC(C(=O)N2CCCCCC2)CC1=O (centres undefined)	5	-5	5	2.0	-2	0	6	-1	0	-3
Nc1cc(=O)[nH]c(SCC(=O)Nc2cc(Cl)cc(Cl)c2)n1	-13	10	-3	0.0	1	-7	-3	-2	2	-5
COc1ccc(S(=O)(=O)NCCOc2ccccc2)cc1OC	-1	12	6	-0.4	-2	-8	0	2	1	10
CCC/C=N/NC(=O)c1[nH]c2c([N+](=O)[O-])cccc2c1C	6	8	6	-1.0	2	12	-6	-4	0	0
Brc1ccccc1OCCCCN1CCCCC1	7	14	-1	-2.0	0	0	7	-3	-3	2
O=C1ON=C(c2ccc(Cl)cc2)/C1=C/c1ccc(O)cc1	9	10	-4	0.4	2	-2	.	2	4	3
Cc1cccc(NC(=O)c2cccc3c2-c2ccccc2C3=O)n1	2	-7	1	-2.9	-3	3	-4	-2	-2	2
COC1=CCC2([N+](=O)[O-])CN(CCO)CC1([N+](=O)[O-])C2 (centres undefined)	5	-3	-2	-2.2	0	3	6	3	0	0
Cn1c(CN2CCCCC2)nc2cc(NC(=O)c3ccccc3Cl)ccc21	-2	-3	2	0.7	-4	-3	-4	-1	3	-2
O=C(O)C1CCCN1S(=O)(=O)c1ccc(Br)cc1 (centres undefined)	-7	-16	-2	3.1	0	5	12	4	3	-2
COC(=O)[C@@H]1C[C@@H]2CC[C@@H](O)C[C@@H]2N1Cc1ccccc1OS(=O)(=O)c1ccc(C)cc1	6	-4	-3	-1.0	0	-8	-19	0	2	-5
COc1ccc(/C=C2\CCn3c2nc2cc(C(=O)O)ccc2c3=O)cc1OC	-6	12	2	-3.6	3	4	6	0	0	0
Cc1nn(C)c(C)c1C1C(C#N)=C(N)OC2=C1C(=O)CCC2 (centres undefined)	2	8	7	-1.9	0	-8	-1	21*	-1	3
O=C1CSc2ccc(C(=O)N3CCCC(C(=O)N4CCCCC4)C3)cc2N1 (centres undefined)	5	9	.	.	-3	-6	.	2	8	6
COc1ccc(/C=C(/NC(=O)c2ccccc2)C(=O)NCc2ccco2)cc1	3	-10	4	2.9	0	-1	5	-2	2	9
CSc1ccc(C#N)cc1NC(=O)c1ccc(Cl)nc1	4	0	-2	1.3	-3	-2	6	3	0	-1
CC(C)OC(=O)Cn1c(-c2ccccc2)c(-c2ccccc2)nnc1=O	5	15	7	-1.3	2	-1	-5	-2	-2	-4

A few values from the list:
Reading for Cc1ccccc1N1CC(C(=O)N2CCCCCC2)CC1=O (centres undefined) under UHRF1 binding: -1
Reading for Nc1cc(=O)[nH]c(SCC(=O)Nc2cc(Cl)cc(Cl)c2)n1 under LEDGF integ inh: 1
Reading for Cc1nn(C)c(C)c1C1C(C#N)=C(N)OC2=C1C(=O)CCC2 (centres undefined) under UHRF1 binding: 21*

Next section
Structure	ABHD4 inh	TDP2 absorb	TCR CD3 inh	PG9 binder	LEDGF integ inh	DDE Tn7 FP inh	HTRA1 inhibitor	UHRF1 binding	PRMT1 inh	SIAE inh
COc1ccc(Cc2noc(CN3CCC(c4ccncc4)CC3)n2)cc1OC	-6	11	-3	0.6	-2	3	-5	3	2	-3
Oc1cccc(/C=N/n2c(C3CCCCC3)n[nH]c2=S)c1	-8	-8	1	0.5	-1	2	-7	0	3	-5
Cn1c(=O)c2cc(NC(=O)NCCc3ccccc3)ccc2n1Cc1ccccc1	5	-2	11	0.6	6	-2	.	0	3	11
COC(=O)[C@]12C[C@H](CC(=O)N3CCOCC3)C(=O)N(CCc3ccc(OC)c(OC)c3)C1=C[C@H](COCc1ccccc1)O[C@@H]2C	-2	-1	.	.	-2	-3	.	-1	-1	2
CCCc1nc(-c2cc3ccc(C)cc3[nH]c2=O)no1	2	-5	2	-2.0	1	-2	-1	-5	-2	-3
CCN(CC)C(=O)Oc1ccc(OC(=O)N(CC)CC)cc1	1	-7	-1	-0.5	-4	7	-2	-3	0	3

An excerpt of these results, with each value named.
Cc1ccc(C(=O)NCc2ccccn2)cc1NC1=NC2CS(=O)(=O)CC2S1 (centres undefined)
- ABHD4 inh: -1
- TDP2 absorb: 3
- TCR CD3 inh: 5
- PG9 binder: -0.3
- LEDGF integ inh: 0
- DDE Tn7 FP inh: 6
- HTRA1 inhibitor: 5
- UHRF1 binding: 0
- PRMT1 inh: -1
- SIAE inh: 0

Cc1onc(-c2c(Cl)cccc2Cl)c1NC(=O)NC1CCSC1 (centres undefined)
- ABHD4 inh: 5
- TDP2 absorb: 1
- TCR CD3 inh: 0
- PG9 binder: -0.9
- LEDGF integ inh: -5
- DDE Tn7 FP inh: -2
- HTRA1 inhibitor: .
- UHRF1 binding: 0
- PRMT1 inh: 1
- SIAE inh: 4

Cc1ccc(S(=O)(=O)NC(=O)C2(C)CCN2C(=O)C2(c3ccc(Cl)cc3)CC2)nc1 (centres undefined)
- ABHD4 inh: 1
- TDP2 absorb: -3
- TCR CD3 inh: 2
- PG9 binder: -2.2
- LEDGF integ inh: 1
- DDE Tn7 FP inh: 7
- HTRA1 inhibitor: .
- UHRF1 binding: 0
- PRMT1 inh: -1
- SIAE inh: 4

CCOC(=O)C1CCCN(S(=O)(=O)c2ccc(Br)s2)C1 (centres undefined)
- ABHD4 inh: 4
- TDP2 absorb: 0
- TCR CD3 inh: 4
- PG9 binder: -0.1
- LEDGF integ inh: -1
- DDE Tn7 FP inh: -2
- HTRA1 inhibitor: -12
- UHRF1 binding: -3
- PRMT1 inh: 4
- SIAE inh: 2
